Screens as filed in PubChem BioAssay.
NPYLR7 ag: activates Aedes aegypti NPYLR7 receptor. activation, % at 10 µM. AID 1259423. actives 0.15% (n = 270,000). HEK293T NPYLR7/Galpha15, GCaMP6s calcium fluorescence; in the data active = activation above about 40%;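 note: 0% = vehicle and 100% = reference agonist at the receptor; some compounds past the cut are filed as inactive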
hcGAS lum: inhibitors of human cGAS; recombinant h-cGAS, ATP depletion, Kinase-Glo luminescence; inhibition, % at 12.5 µM; actives 0.081% (n = 290,000); AID 1259398;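 note: 0% = vehicle reaction and 100% = reaction without DNA for no activity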
Target sequence (Q8N884 whole entry, looked up): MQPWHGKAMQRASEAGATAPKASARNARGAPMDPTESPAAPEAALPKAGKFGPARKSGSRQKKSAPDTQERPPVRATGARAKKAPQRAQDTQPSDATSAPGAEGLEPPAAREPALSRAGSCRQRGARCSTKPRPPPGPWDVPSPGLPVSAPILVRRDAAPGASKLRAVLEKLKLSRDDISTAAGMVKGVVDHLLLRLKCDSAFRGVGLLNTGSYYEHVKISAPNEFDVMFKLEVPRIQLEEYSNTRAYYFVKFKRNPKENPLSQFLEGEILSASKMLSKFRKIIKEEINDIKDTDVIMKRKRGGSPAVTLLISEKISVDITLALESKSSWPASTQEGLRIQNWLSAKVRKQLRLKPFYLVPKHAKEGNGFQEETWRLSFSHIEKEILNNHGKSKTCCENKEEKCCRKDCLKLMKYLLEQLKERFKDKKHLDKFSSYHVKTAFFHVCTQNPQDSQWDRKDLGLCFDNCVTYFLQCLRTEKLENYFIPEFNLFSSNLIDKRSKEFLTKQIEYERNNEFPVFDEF
mcGAS lum: blocks mouse cGAS activity | Q8C6L5 | recombinant cGAS, Kinase-Glo ATP depletion luminescence | inhibition, % at 12.5 µM | actives 0.15% (n = 160,000);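 note: 0% = negative control wells and 100% = reference inhibitor with no enzyme activity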
The depositor's hits bear a star; · = no result given. Cut-off read from the data, not from the text of the source, unless noted: active = inhibition above about 40%; inactive = the rest.

SMILES | NPYLR7 ag | hcGAS lum | mcGAS lum
CCCCCCNC(=O)c1cc(-c2ccc(OC)cc2)nc2cc(C(C)(C)C)nn12 | 14 | -11 | -8
O=C(NC1CCCc2ccccc21)C1CC(Cc2ccc3c(c2)OCO3)=NO1 (stereo not given) | 5 | -8 | ·
CCn1c(C2CCN(C3CCN(c4ccccc4)CC3)CC2)nn(C)c1=O | -6 | 1 | ·
COc1ccc(S(=O)(=O)NCc2cnn3ccccc23)c(OC)c1 | 2 | -6 | ·
CCn1cc(C(=O)N2CCN(CC(=O)NC(C)C)CC2)c2nn(-c3ccccc3)c(=O)c-2c1 | -1 | -7 | -9
CCOc1ccc(-c2ccc(=O)n(CCCC(=O)Nc3cc(Cl)ccc3C)n2)cc1 | -12 | 9 | 8
CC(C)(C)c1nnc(NC(=O)NCc2cccc(OC(F)F)c2)s1 | 0 | -5 | -10
O=C1CCCN1CCCN1CC(C(=O)N2CCN(c3ccccc3Cl)CC2)CCC1=O (stereo not given) | 3 | -6 | -10
CCCCCCN(CCC(=O)NC(C)CC)C(=O)c1ccoc1 (stereo not given) | 3 | -7 | ·
CC(NC(=O)NCc1ccccc1)c1ccc(C#N)cc1 (stereo not given) | 8 | -14 | ·
O=C(O)c1ccccc1C1CCN(C(=O)c2ccc3cc[nH]c3c2)C1 (stereo not given) | 3 | -1 | ·
O=C(Cn1cnc([N+](=O)[O-])n1)N/N=C\c1ccccc1OCc1cccc(Br)c1 | -24 | 4 | -1
C#CCN1CCC(C(=O)N2CC(=O)NC3CCCCC32)CC1 (stereo not given) | -1 | 5 | 2
Cn1cccc1C(=O)NC(=O)CSc1nnc(Cc2cccs2)n1C | 1 | -13 | ·
COc1cccc(CC2CN(Cc3nccn3C)CCO2)c1 (stereo not given) | 4 | -14 | ·
Cc1cc(C)c(C(=O)NC(N)=O)c(=N)o1 | 3 | -1 | ·
N=c1oc2ccc(Br)cc2cc1C(=O)Nc1ccc(F)cc1 | 2 | 8 | 2
O=C(NCc1csc2c1CCCC2)c1cccc(-n2cnnc2)n1 | 17 | -9 | ·
CCOc1ccc(C(C2Sc3nc(C)nn3C2=O)N2CCC(O)CC2)cc1 (stereo not given) | -4 | -11 | -9
CCCCn1c(CN2CCCCC2CC(=O)OCC)cnc1S(=O)(=O)CC (stereo not given) | 11 | -8 | ·
CCOC(=O)C1CCCN(C(=O)CN2CC3=C(C2=O)C(c2ccccc2C(F)(F)F)NC(=O)N3C)C1 (stereo not given) | 0 | -5 | -4
Cn1c(SCC(=O)N2CCCCC2)nc2c([nH]c3ccccc32)c1=O | 0 | -4 | -7
COc1ccc2c(C)cc(=O)oc2c1 | -10 | -6 | ·
CN(C)c1nc(N)nc(CSC2=NCCS2)n1 | -1 | 0 | -12
CCC(CC)N(C)S(=O)(=O)c1cc(Br)ccc1Br | -3 | -4 | -13

No new results follow: an excerpt of the list.
SMILES | NPYLR7 ag | hcGAS lum | mcGAS lum
O=C1CCCN1CCCN1CC(C(=O)N2CCN(c3ccccc3Cl)CC2)CCC1=O (stereo not given) | 3 | -6 | -10
CCCCCCN(CCC(=O)NC(C)CC)C(=O)c1ccoc1 (stereo not given) | 3 | -7 | ·
CC(NC(=O)NCc1ccccc1)c1ccc(C#N)cc1 (stereo not given) | 8 | -14 | ·
O=C(O)c1ccccc1C1CCN(C(=O)c2ccc3cc[nH]c3c2)C1 (stereo not given) | 3 | -1 | ·
O=C(Cn1cnc([N+](=O)[O-])n1)N/N=C\c1ccccc1OCc1cccc(Br)c1 | -24 | 4 | -1

The listing continues.
SMILES | NPYLR7 ag | hcGAS lum | mcGAS lum
Cc1cc(OCC2CN(C(=O)c3ccc(Cl)c(F)c3)CCO2)ccc1Cl (stereo not given) | 4 | -6 | -6
Cc1ccc(C)c(OCCn2cnc3ccc([N+](=O)[O-])cc3c2=O)c1 | -5 | -7 | ·
c1ccc(CNc2nccn3ccnc23)cc1 | 4 | -14 | ·
C=CCN(C)Cc1cc2ccc(SC)cc2[nH]c1=O | 11 | -5 | ·
COc1ccc(CN(CCCn2cncn2)C2CC2)c(OC)c1 | 2 | -17 | ·
CC(C)Oc1nc(-c2cccc(C(F)(F)F)c2)n(-c2cccc(NC(=O)c3ccc(F)cc3)c2)n1 | 14 | -13 | -5
C=C(C)C(O)(C(=C)C)c1ccc(CN(Cc2ccccc2C)CC2CCCO2)o1 (stereo not given) | -9 | -3 | -5
CC(NC(=O)OCc1ccccc1)C(=O)N1CCOC(COc2ccc(F)cc2)C1 (stereo not given) | 25 | -6 | ·
COc1ccc(C(C)=O)cc1CN1C(=O)CON=C1c1cccc(C(F)(F)F)c1 | 9 | 1 | ·
COc1cccc(N2CCN(c3ncccc3S(N)(=O)=O)CC2)c1 | 5 | -9 | ·
O=C(NNc1ccc(Cl)cc1)C1CCCCN1Cc1cnc2ccccn12 (stereo not given) | -1 | -5 | ·
O=c1oc2c(Cl)cc(Cl)cc2cc1-c1csc(Nc2ccccc2)n1 | -5 | -12 | ·
CCOC(=O)c1c(C)[nH]c(C(=O)OCC(=O)NC(C)(C)C)c1C | 2 | -5 | -4
CCn1ncnc1CN1CCOc2c(O)cc(-c3nc4ccccc4s3)cc2C1 | 6 | 2 | ·
O=C(CN1CCc2sccc2C1c1cccc(F)c1)N1CCN(C(=O)Nc2ccccc2F)CC1 (stereo not given) | 2 | -3 | -4
CC(C)(C)NC(=O)c1cccc(NC(=O)N2CCCC2C(=O)N2CCOCC2)c1 (stereo not given) | 3 | -5 | ·
CCOC(=O)C1CCCN(CC(=O)N2N=C(c3cccc(F)c3)CC2c2ccc3c(c2)OCO3)C1 (stereo not given) | 2 | -4 | -5
c1ccc(Oc2ccc(-c3nn4c(-c5ccccc5)nnc4s3)cc2)cc1 | 2 | 1 | -6
Cc1noc(C)c1CNC(=O)Cn1c(=O)oc2ccccc21 | -1 | -5 | -11
CCn1ccnc1-c1nccn1-c1ccccc1OCc1ccccn1 | 18 | -8 | -17
COc1ccc2[nH]c3c(c2c1)CCN(C(=O)c1sc(Cl)c(Cl)c1Cl)C3COCc1ccccc1 (stereo not given) | 6 | -11 | -6
Cc1cc(C)n(-c2cccc(CN3CCC(CCC(=O)Nc4ccccc4)CC3)c2)n1 | 2 | -4 | -7
CC(=O)Nc1ccc(SCCCC(=O)NCCN2CCOCC2)nn1 | -2 | -6 | -9
COc1cc(-c2nc(C=Nc3ccc(Br)cc3)c(O)o2)cc(OC)c1OC | -5 | -4 | -1
OCc1ccnc(-c2ccc(F)cc2Cl)c1 | 16 | -4 | ·

Rewritten with each value named: entries from further up.
CC(C)(C)NC(=O)c1cccc(NC(=O)N2CCCC2C(=O)N2CCOCC2)c1 (stereo not given)
  NPYLR7 ag: 3 | hcGAS lum: -5 | mcGAS lum: ·
CCOC(=O)C1CCCN(CC(=O)N2N=C(c3cccc(F)c3)CC2c2ccc3c(c2)OCO3)C1 (stereo not given)
  NPYLR7 ag: 2 | hcGAS lum: -4 | mcGAS lum: -5

(further entries)
SMILES | NPYLR7 ag | hcGAS lum | mcGAS lum
CCc1nc(-c2nccn2CC2CCN(C3CCCC3)CC2)c(C)[nH]1 | 21 | -10 | -19
Cc1cc(=O)[nH]c(-n2nc(C)c(CCC(=O)Nc3ccc(OC(F)(F)F)cc3)c2C)n1 | 2 | -13 | ·
CCCCCn1cc(C2CCN(C(=O)C(OC(C)=O)c3ccccc3)CC2)c2ccccc21 (stereo not given) | 2 | -6 | -7
COc1ccc(Br)cc1S(=O)(=O)NCc1ccc2c(c1)OCO2 | 3 | 3 | -8
Cc1cc(Br)ncc1NC(=O)CCc1nc2sc(C)c(C)c2c(=O)[nH]1 | 2 | -11 | ·
CS(=O)(=O)NCC1CCN(Cc2ccc(-c3ccccn3)cc2)C1 (stereo not given) | -4 | 5 | ·
O=S(=O)(Nc1ccc(F)cc1C(F)(F)F)c1cccnc1 | 0 | -6 | ·
CC(Cc1ccc(O)cc1)N(C)C(=O)NCc1cccnc1 (stereo not given) | 12 | -7 | ·
Cc1nn(CN2CCN(c3cccc(Cl)c3)CC2)c(=S)s1 | 7 | -5 | ·
COC(=O)c1ccc(C(C)n2nnc(-c3ccc(C(N)=O)cc3)n2)o1 (stereo not given) | 1 | 5 | ·
CSc1ncccc1C(=O)N1CCCC(CCC(=O)Nc2ccc(F)cc2C)C1 (stereo not given) | 2 | -5 | -8
CC12CC(NC(=O)N1c1cccc(C(=O)O)c1)c1ccccc1O2 (stereo not given) | -8 | -5 | -3
N#Cc1c(SCc2ccccc2C(F)(F)F)sc2c(O)cc(=O)[nH]c12 | -1 | 6 | 63*
Cc1[nH]c(=O)[nH]c(=O)c1CC(=O)N1CCO[C@@H]2CCCC[C@H]21 | 2 | -3 | -17
O=C(c1ccc(Cl)nc1)N1CCN(c2nccc(-c3cccc(C(F)(F)F)c3)n2)CC1 | -1 | -3 | -5
Cc1ccc(CN2CCN(C(=O)[C@@H]3C[C@@H]4C=C[C@H]3C4)CC2=O)cc1 | 0 | -4 | -16
COc1ccccc1/C=C/c1nn2c(CCc3ccccc3)nnc2s1 | 3 | -1 | -6
Cc1cc(CNC(=O)NC(C)c2cnn(C)c2)cc(C)c1F (stereo not given) | -5 | -7 | ·
COC(=O)c1ccc(NC(=O)CSc2nc3[nH]ncc3c(=O)[nH]2)cc1 | -1 | -4 | ·
COc1ccc(Cc2nnc(N(C)c3ccccc3)[nH]c2=O)cc1 | 10 | -5 | ·
CCN(Cc1ccc(Cl)c(Cl)c1)c1c(N)n(Cc2ccccc2)c(=O)[nH]c1=O | 0 | -3 | ·
Fc1ccc(-c2nnc(SCc3cccc(F)c3F)n2-c2ccccc2)cc1 | · | -2 | -4
CCC(C)N(Cc1csc(COc2c(OC)cccc2OC)n1)C(=O)c1ccco1 (stereo not given) | -12 | 4 | 0
NC(=O)c1ccc(OCc2cc(Cl)c3c(c2)OCO3)cc1 | -22 | -8 | ·
CC(=O)c1cc(CN(C)CC2CCN(Cc3ccc(C)o3)CC2)cs1 | -2 | -5 | ·

(further entries)
SMILES	NPYLR7 ag	hcGAS lum	mcGAS lum
COc1ccc(/C=C/CN2CCC(C(=O)NC(c3ccc(OC)cc3)c3ccccn3)CC2)cc1 (stereo not given)	7	-4	-4
O=c1cc(CO)oc(C(c2ccc3c(c2)OCO3)c2oc(CO)cc(=O)c2O)c1O	-3	1	·
N#Cc1ccccc1CSc1nnc(NC(=O)COc2ccccc2)s1	·	-2	-7
COCCN1C(=O)N(CCc2ccccc2)C(=O)C12CCN(C1CCSC1)CC2 (stereo not given)	10	6	-2
CN(C(=O)c1ccc(Cl)cc1)C(c1ccc(F)cc1)C1CC1 (stereo not given)	-1	-3	·
COc1ccccc1/C=C/CN1CC[C@H](O)C[C@@H]1C(=O)O	18	-7	·
Cc1nnc(SCCN2CCOCC2)c2nn(-c3ccccc3Cl)c(C)c12	4	-5	·
N#Cc1ccc(C(=O)NCc2ccccc2CN2CCCC2)cc1	6	-7	·
O=C(CSc1nc2c([nH]c3ccccc32)c(=O)n1-c1ccc(Cl)cc1)NCC1CCCO1 (stereo not given)	1	3	-2
COc1cn(CC(=O)NCCc2ccccc2)c(CN2CCN(c3ccccc3)CC2)cc1=O	-1	-4	-1
CCCS(=O)(=O)NCCc1cc2cc(C)c(C)cc2[nH]c1=O	-2	-11	·
COc1ccc2c(c1)OCC(C(=O)N1CCC(c3ccccc3)C1C)C2 (stereo not given)	5	-3	·
CN(C1CCCCC1)S(=O)(=O)C1CCS(=O)(=O)C1 (stereo not given)	0	-9	-4
CCOc1ccc(NC(=O)N(Cc2c(C)nn(-c3cccc(F)c3)c2N2CCN(CC)CC2)C2CC2)cc1	16	-3	-6
CCC(Sc1nnc(NC2CC2)s1)c1ccc(Cl)cc1 (stereo not given)	7	-6	·
Cc1ccc(N(CC(=O)NC2CCCC2)S(=O)(=O)c2ccc(F)cc2)cc1	5	-3	-8
CCOc1ccc(C2c3[nH]c4ccccc4c3CCN2C(=O)c2cc(C3CC3)[nH]n2)cc1 (stereo not given)	0	-1	-5
CCCCCn1cc(C2CCN(S(=O)(=O)c3ccc(OC)c(OC)c3)CC2)c2ccccc21	8	-15	-8
COc1ccc(CCOC(=O)C2CCCCN2C(=O)CCCCCNC(=O)OCc2ccccc2)cc1OC (stereo not given)	-6	-5	-3
CCn1cc(C(CC(=O)N2CCN(c3ccc([N+](=O)[O-])cc3)CC2)c2cccc(Cl)c2)c2ccccc21 (stereo not given)	·	-4	-5
COCCN(CC(=O)N1CCc2sccc2C1COc1cccc(OC)c1)C(=O)c1cccs1 (stereo not given)	-4	-3	-4
COc1ccc(CC(=O)NC(C2=CCCN(C)C2)C(C)C)cc1 (stereo not given)	-4	-4	·
OCC1CCCCN1CCNC1CCSCC1 (stereo not given)	5	-7	·
COc1cc2c(cc1OC)C(CNC(=O)Cc1ccccc1)N(Cc1ccc(F)cc1)CC2 (stereo not given)	-7	-2	0
CSc1nc(C)cc(-c2ccco2)c1C#N	5	-6	-6

Record cards (already shown). Order of values: NPYLR7 ag | hcGAS lum | mcGAS lum
O=C(CSc1nc2c([nH]c3ccccc32)c(=O)n1-c1ccc(Cl)cc1)NCC1CCCO1 (stereo not given) as listed: 1 | 3 | -2
CCn1cc(C(CC(=O)N2CCN(c3ccc([N+](=O)[O-])cc3)CC2)c2cccc(Cl)c2)c2ccccc21 (stereo not given) as listed: · | -4 | -5

Rows are unselected. About 0.29% of those tested had a hit in this group.
